proKLK7 act – proKLK7 (human) activation, primary screen; 370,000 tested, 0.9% active; purified proKLK7, EDANS-DABCYL substrate fluorescence; 100% is mature enzyme control, 0% vehicle; P49862; activation, % at 7 µM;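 active = activation above the mean of all tested compounds plus 3 SD, computed per campaign excluding outliers beyond control limits, cut at about 13% in these data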
ADAM10 inh – inhibits human ADAM10; recombinant ADAM10, EDANS/DABCYL FRET peptide cleavage, 3 h; O14672; AID 720582; 370,000 tested, 0.62% active; inhibition, % at 7 µM;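 active = inhibition above a per-campaign cutoff equal to the mean of compounds falling between control-based bounds plus 3 SD, cut at about 20% in these data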;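 also: 0% = DMSO wells while the 100% control is not disclosed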
Target sequence (O14672 214-748 limits assumed): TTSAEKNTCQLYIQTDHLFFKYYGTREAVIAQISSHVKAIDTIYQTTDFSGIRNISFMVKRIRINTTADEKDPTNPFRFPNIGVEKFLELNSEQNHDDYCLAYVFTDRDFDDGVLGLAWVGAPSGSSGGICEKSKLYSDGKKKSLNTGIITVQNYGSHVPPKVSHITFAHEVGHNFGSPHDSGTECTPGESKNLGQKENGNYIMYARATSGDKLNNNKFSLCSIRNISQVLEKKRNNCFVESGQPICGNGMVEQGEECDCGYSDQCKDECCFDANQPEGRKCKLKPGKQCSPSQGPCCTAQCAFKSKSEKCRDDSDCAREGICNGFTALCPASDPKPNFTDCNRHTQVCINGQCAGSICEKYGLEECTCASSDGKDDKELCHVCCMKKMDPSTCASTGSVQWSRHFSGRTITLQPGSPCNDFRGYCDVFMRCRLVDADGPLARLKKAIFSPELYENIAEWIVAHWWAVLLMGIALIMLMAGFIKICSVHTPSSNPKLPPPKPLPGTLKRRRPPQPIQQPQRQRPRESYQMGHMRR
LEDGF integ inh – blocks HIV-1 LEDGF/p75-dependent DNA integration; 370,000 tested, 0.64% active; TR-FRET IN-LEDGF/p75 DNA integration, Eu/Cy5; inhibition, % at 3.7 µM;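 active = inhibition above the screen-wide mean plus 3 SD, cut at about 13% in these data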;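 also: signal is the Cy5 over europium emission ratio at 671 and 618 nm; 0% = plate median of compound wells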
ASAP1 inh – ASAP1 ArfGAP inhibition; ASAP1-stimulated ARF1 GTP hydrolysis, GDP FP detection; inhibition, % at 16.5 µM; 360,000 tested, 0.19% active; AID 624377; Q9ULH1; in the data active = inhibition above about 25%;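 also: 0% = vehicle with enzyme and substrate and 100% = no enzyme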
ADAM17 inh – inhibitors of human ADAM17; inhibition, % at 6.95 µM; P78536; AID 720648; recombinant ADAM17, EDANS/DABCYL FRET peptide cleavage; 370,000 tested, 0.83% active;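 active = inhibition above the mean of compounds lying between control limits plus 3 SD, set per campaign, cut at about 8.5% in these data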;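 also: 0% = DMSO-only wells as the low control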
ARFGAP1 inh – inhibits rat ARF GTPase activating protein 1; inhibition, % at 16.5 µM; Arfgap1-stimulated ARF1 GTP hydrolysis, GDP FP detection; Q62848; 360,000 tested, 0.26% active;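 active = inhibition above a per-plate limit, mean inhibition of low control wells plus 3 SD, cut at about 25% in these data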;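 also: 0% = DMSO wells with enzyme and 100% = wells lacking Arfgap1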
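Replicates: Single well per compound | Assay system: Truncated rat Arfgap1 GAP domain | Control set: No-Arfgap1 wells (100%) versus DMSO full-reaction wells (0%) | Times: Enzyme reaction 120 min at 25 °C after 20 min preincubation | Reagent: Human ARF1(Δ1-17)-GTP substrate | Measured by: Tracer-displacement fluorescence polarization with EDTA stop, 620/688 nm | Measure: Percent inhibition of Arfgap1-stimulated GTP hydrolysis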
PLCg1 inh – PLC-gamma1 (human) inhibition, primary screen; P19174; purified PLC-gamma1, fluorogenic substrate, fluorescence; inhibition, % at 12.2 µM; 370,000 tested, 0.84% active; AID 720700; in the data active = inhibition above about 9.5%
TDP2 inh – TDP2 (human) inhibition, absorbance primary screen; O95551; recombinant TDP2, T5PNP hydrolysis, p-nitrophenol absorbance 415 nm; inhibition, % at 12.8 µM; 370,000 tested, 0.34% active; AID 720702;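 active = inhibition above the mean of all tested compounds plus 3 SD, set per campaign, cut at about 25% in these data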;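 also: 0% = DMSO with enzyme and 100% = buffer with substrate but no TDP2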
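Assay system: recombinant human TDP2 / Reagent: T5PNP substrate at 5 mM, a TopII-DNA adduct mimic / Measured by: epi absorbance from released p-nitrophenol / Evaluation: % inhibition relative to enzyme-containing and enzyme-free wells / Control set: enzyme-free and DMSO wells / Replicates: each compound tested once, singlicate / Schedule: enzyme reaction with compound for 2 h at 37 °C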
Tn7 DDE FP – inhibitors of Tn7 peptide binding to human fibrin DD(E) | P02675 | FP displacement of FITC-Tn7 peptide from fibrin DD(E); 0% = median of compound wells per plate | AID 720508 | 370,000 tested, 0.13% active | inhibition, % at 8.3 µM;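 active = inhibition above the mean of compounds falling within the control limits plus 3 SD of them, cut at about 14% in these data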;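 also: 0% = plate median of compound wells and 100% = 10 µM Aha-Tn7 peptide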
Target sequence (P02675 whole entry, looked up): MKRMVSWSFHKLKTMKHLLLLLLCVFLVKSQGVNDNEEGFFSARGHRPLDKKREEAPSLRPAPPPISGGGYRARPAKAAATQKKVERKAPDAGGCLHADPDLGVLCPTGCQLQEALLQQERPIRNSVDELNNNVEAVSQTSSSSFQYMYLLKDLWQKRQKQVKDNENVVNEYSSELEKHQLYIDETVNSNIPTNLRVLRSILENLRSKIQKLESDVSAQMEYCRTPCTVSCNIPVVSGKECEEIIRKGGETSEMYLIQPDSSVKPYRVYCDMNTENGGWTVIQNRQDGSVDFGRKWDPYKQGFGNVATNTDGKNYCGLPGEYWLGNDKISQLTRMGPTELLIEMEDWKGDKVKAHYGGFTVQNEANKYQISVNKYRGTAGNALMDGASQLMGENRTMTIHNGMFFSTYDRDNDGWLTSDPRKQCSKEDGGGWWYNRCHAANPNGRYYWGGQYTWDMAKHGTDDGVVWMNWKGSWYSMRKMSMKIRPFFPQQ
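Assay system: Human fibrin DD(E) protein | Medium: Tris buffer with calcium and detergent, pH 7.8 | Reagent: 0.1 µM fluorescent Tn7 | Compound dosing: Single point at 8.3 µM | Times: 10 min preincubation, 3 h with tracer, room temperature | Detection: Fluorescence polarization of the labelled Tn7 tracer | Controls: Aha-Tn7 high control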
DDE Tn6 FP inh – disrupts Tn6 cyclic peptide binding to fibrin D-Dimer-E complex. inhibition, % at 8.3 µM. P02675. Fibrin DD(E) TRITC-Tn6 fluorescence polarization displacement. 370,000 tested, 0.21% active;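 active = inhibition above a per-campaign cutoff: mean of compounds within control limits plus 3 SD, cut at about 15% in these data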;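 also: 0% = median of all compound wells on the plate and 100% = blocking peptide control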
* marks the source's active call; other numbers are inactive results; i = inactive; · = no result given.

SMILES	proKLK7 act	ADAM10 inh	LEDGF integ inh	ASAP1 inh	ADAM17 inh	ARFGAP1 inh	PLCg1 inh	TDP2 inh	Tn7 DDE FP	DDE Tn6 FP inh
O=C(CSc1nc2[nH]ncc2c(=O)[nH]1)NCCc1ccccc1	0.2	-8	-1	-3	-2	-10	1	7	-6	3
CCOC(=O)C1CCCN(S(=O)(=O)c2ccc3c(c2)N(C)C(=O)CC(=O)N3C)C1 (configuration not stated)	-0.3	-8	0	13	-4	-1	2	-7	-3	4
O=C(N[C@@H]1C[C@@H]2O[C@@H](CO)CC[C@@H]2O[C@@H]1CCc1ccc(-c2cccnc2)cc1)c1cccc(F)c1	0.5	1	1	·	-4	·	2	-3	-3	-9
CC1CCCCN1CCNC(=O)CN1C(=O)CSc2ccc(S(=O)(=O)N3CCCCC3)cc21 (configuration not stated)	0.1	-7	1	5	-2	-9	0	8	-4	3
Cc1ccc(S(=O)(=O)N2CCOCC2)cc1C(=O)OCC(=O)NC1CCCC1	-0.2	-9	0	10	-3	-12	-3	6	-5	10
CCC(Oc1ccccc1)C(=O)OCC(=O)Nc1sccc1C(N)=O (configuration not stated)	0.2	1	3	3	3	14	0	-6	-2	5
O=C(CSc1nnc(NC(=O)C2CC2)s1)NCc1cccs1	0.5	-1	-7	-1	-5	6	1	-5	2	-9
CNC(=O)COC(=O)c1ccc(NC(=O)CC#N)cc1	0.0	5	3	4	2	-7	0	-7	2	-2
COC(=O)c1ccc(COc2cccn3c(N(C)C(=O)CCC4CCCC4)c(C)nc23)cc1	0.4	-5	-3	0	-1	13	-4	2	6	4
Cc1ccc(CN(Cc2ccco2)C(=S)NCC(=O)NC2CC2)cc1	0.1	7	2	5	-1	-6	0	-25	2	-1
COc1ccc2ccccc2c1C1CC(=O)N2CN(C3CCCCC3)CSC2=C1C#N (configuration not stated)	0.0	-7	-2	-4	-1	-11	1	-4	-5	3
Nc1ccc(-c2cc(NC=O)c3ncc(-c4cccc(C(F)(F)F)c4)n3c2)cn1	0.6	-27	-3	4	-10	-12	-87	-2	-1	-17
OC(c1ccc(-c2ccccc2)cc1)c1ncc(-c2ccccc2)[nH]1 (configuration not stated)	0.3	14	3	8	5	12	-1	-6	0	6
Cc1cc(C)c(C#N)c(SCc2[nH]nc3c2C(c2ccccc2)C(C#N)=C(N)O3)n1 (configuration not stated)	0.1	14	7	3	12*	-6	8	-8	0	-8
CCCN(C(=O)CCOc1ccc(C(C)(C)C)cc1)c1c(N)n(Cc2ccccc2)c(=O)[nH]c1=O	0.2	-6	-2	-5	-4	-4	2	3	6	-3
CCN1C(=O)C(CC(=O)Nc2ccc(OC)cc2)N(Cc2ccc(OC)c(OC)c2)C1=S (configuration not stated)	-0.1	0	-1	-10	6	-3	3	-16	-4	-7
O=C(Nc1ccc(Cl)cn1)C1CC1	0.1	0	1	-7	-1	4	2	13	1	-1
COc1ccc(OC(=O)COc2ccc(Cl)cc2)cc1	0.5	7	1	5	-3	3	1	-4	-3	-7
CCOC(=O)C1=C(CS(=O)(=O)c2ccc(C)cc2)NC(=O)NC1c1cc(OC)c(O)c(OC)c1 (configuration not stated)	0.1	4	1	-5	1	-9	6	-11	-8	8
CCCCN(C(=O)c1cccc(S(=O)(=O)N2CCN(C)CC2)c1)c1c(N)n(CCC)c(=O)[nH]c1=O	-0.8	-10	-2	-2	-4	-5	0	12	1	-5

The last two compounds of the part before are carried over, then new ones follow:
SMILES	proKLK7 act	ADAM10 inh	LEDGF integ inh	ASAP1 inh	ADAM17 inh	ARFGAP1 inh	PLCg1 inh	TDP2 inh	Tn7 DDE FP	DDE Tn6 FP inh
CCOC(=O)C1=C(CS(=O)(=O)c2ccc(C)cc2)NC(=O)NC1c1cc(OC)c(O)c(OC)c1 (configuration not stated)	0.1	4	1	-5	1	-9	6	-11	-8	8
CCCCN(C(=O)c1cccc(S(=O)(=O)N2CCN(C)CC2)c1)c1c(N)n(CCC)c(=O)[nH]c1=O	-0.8	-10	-2	-2	-4	-5	0	12	1	-5
CCOC(=O)c1nn(C)c2[nH]c(=O)n(C)c(=O)c12	-0.6	6	0	0	2	15	6	-6	2	2
COc1ccc(CCNC(=O)CSc2ccccn2)cc1	0.5	0	0	-13	-4	9	0	17	1	3
Cc1ccc(S(=O)(=O)N2CCOCC2)cc1NC(=O)COC(=O)CSc1ccc(Br)cc1C	0.5	21*	6	9	13*	1	0	-18	-6	-2
C=CCOc1ccc(/C=N/NC(=O)c2c(C)nc3ccc(Cl)cn23)cc1	23*	2	3	7	2	-8	-5	-10	-1	-3
COc1ccc(-c2cc3nc(C)c(CCC(=O)NC(C)CCc4ccco4)c(C)n3n2)c(OC)c1 (configuration not stated)	-4.5	-91	-3	3	-25	12	-161	11	-2	3
Cc1nonc1C1CCCN1Cc1cn[nH]c1-c1ccc2c(c1)OCO2 (configuration not stated)	0.6	-8	-4	-5	-4	-6	-2	4	-3	-7
O=C(COc1ccc2c(c1)oc(=O)c1ccccc12)NCCCN1CCOCC1	-14	i	1	9	-203	-2	-146	-5	-7	-3
CCOC(=O)C1=C(C(=O)OCC)C2N(Cc3ccc(C#N)cc3)c3ccccc3[C@@]23C[C@@H](C(=O)OC)N(S(=O)(=O)c2cccs2)C3=N1 (some centres not stated)	-0.4	11	0	-9	3	-2	-3	3	-1	-6
CSc1nc2c(=S)[nH]c(=S)[nH]c2s1	0.3	-9	6	3	-1	-4	1	1	-6	-3
Cn1cnc(S(=O)(=O)NCc2cccs2)c1	0.0	7	-1	1	-2	-4	1	5	-1	-2
COc1ccc(CC(=O)N(C)CC(=O)Nc2ccc(F)cc2)cc1S(=O)(=O)N1CCOCC1	-0.3	5	6	-6	0	10	2	0	1	2
CC(C)Oc1ccc(Cn2c(-c3ccco3)n[nH]c2=S)cc1	0.0	-1	-4	-7	-6	7	-3	3	3	3
COc1ccc(NC(=O)COC(=O)C2CCN(S(=O)(=O)c3cccs3)CC2)cc1OC	0.0	6	2	-1	-1	4	-1	2	9	5
O=C(COC(=O)/C=C/c1ccccc1[N+](=O)[O-])NCC1CCCO1 (configuration not stated)	-0.4	-8	-3	-1	-4	3	3	4	-4	11
Cc1ccc(NC(=O)c2cc(C)nc3ccccc23)c(Br)c1	-0.6	6	2	2	0	8	2	-2	-4	0
COc1ccccc1NC(=O)CN1CCN(Cc2ccccc2)CC1	0.1	-6	1	-6	-4	2	1	5	3	8
COC(=O)CN(C(=S)Nc1ccc(Cl)cc1)C1CC(=O)N(c2ccc(OC)cc2)C1=O (configuration not stated)	0.6	11	3	16	4	-7	2	5	4	2
COC(=O)[C@H](C(C)C)N1CCc2nnn(Cc3ccc(C)cc3)c2-c2ccccc2S1(=O)=O	-0.1	6	0	·	3	·	1	3	5	7
Cc1ccc(C)c(Nc2ccc(C(=O)NCCc3ccccc3)cn2)c1	0.5	0	37*	-3	-1	-3	-8	7	2	-4
Cc1cc(NC(=O)CCC(=O)N(CCC(C)C)C(C(=O)NC2CCCC2)c2cccnc2)no1 (configuration not stated)	-0.3	2	0	-3	-2	-11	0	3	3	-3
CCOC(=O)Cn1nc(CC)c2ccccc2c1=O	0.2	2	2	10	-1	-7	0	-1	4	-1
CCn1c(SCC(=O)c2c(N)n(C3CC3)c(=O)[nH]c2=O)nc2cc(S(N)(=O)=O)ccc21	-0.7	-8	-3	-14	-4	-3	-3	-1	-2	-2
COc1cccc(NC(=S)NN=C2CCC(C(C)(C)C)CC2)c1 (configuration not stated)	-0.6	-3	2	4	-6	0	0	2	1	5
O=C(CN1C(=O)C2CC=C(Cl)CC2C1=O)NCc1ccccc1 (configuration not stated)	1.0	-3	-1	-13	-5	-12	-45	2	5	1
COc1ccccc1NS(=O)(=O)c1cccc(C(=O)NCc2ccncc2)c1	0.4	-7	-3	2	-3	-4	-3	-2	-3	2
COc1cc(Cl)c(C)cc1NC(=O)COC(=O)c1cnc(C)cn1	0.2	6	-1	-5	-5	8	-1	4	6	3
CCN(CC(=O)Nc1ccccc1C(F)(F)F)C(=O)c1ccc(=O)n(Cc2ccccc2)n1	0.3	-16	-1	13	-4	4	-1	-5	0	4
O=S(=O)(c1ccc(-c2ccccc2)cc1)N1CCOCC1	-0.2	1	-3	-10	-2	6	-1	5	1	4
CC1(C)CC(NC(=O)COc2ccc(Br)cc2Cl)CC(C)(C)N1	0.1	-1	-1	-6	-2	4	-3	-17	-1	0
CCOC(=O)N1CCC(Nc2c(NCCCOC)c(=O)c2=O)CC1	1.1	3	0	-3	-2	4	-2	1	5	-2
C=CC[C@@H]1NN2C(=O)[C@@H](CCCC)[C@@H]3c4cc5ccccc5cc4C=NN3[C@@H]2c2cc3ccccc3cc21	-6.7	-13	5	·	-2	·	-8	-7	-4	-7
O=[N+]([O-])c1cccc(/C=N/Nc2ccccn2)c1	-0.1	4	1	-5	-5	2	1	3	2	5
COc1ccc2cc(C(=O)C3CCCN(Cc4cnc(C)s4)C3)ccc2c1 (configuration not stated)	2.9	-421	2	-1	-155	5	-261	-5	-1	-3
CCCCNC(=O)C[C@H]1C(=O)N(Cc2ccc(OC)cc2)C2=CCCC[C@@]21C(=O)OCC	-0.1	-7	-5	·	-5	·	4	-6	-6	-3
Cc1ccc(-c2ccc(=O)n(CC(=O)Nc3ccc4c(c3)OCCO4)n2)cc1	0.2	-5	3	-1	1	-4	-1	9	-5	3
COc1ccc(N(C(=O)c2ccco2)C(C(=O)NC2CCCC2)c2ccc(OC)c(OC)c2)cc1 (configuration not stated)	0.2	-2	-3	-7	-3	-5	-1	-4	-1	-2

An excerpt of these results, with each value named.
O=C(COC(=O)/C=C/c1ccccc1[N+](=O)[O-])NCC1CCCO1 (configuration not stated)
  proKLK7 act = -0.4 | ADAM10 inh = -8 | LEDGF integ inh = -3 | ASAP1 inh = -1 | ADAM17 inh = -4 | ARFGAP1 inh = 3 | PLCg1 inh = 3 | TDP2 inh = 4 | Tn7 DDE FP = -4 | DDE Tn6 FP inh = 11

Cc1ccc(NC(=O)c2cc(C)nc3ccccc23)c(Br)c1
  proKLK7 act = -0.6 | ADAM10 inh = 6 | LEDGF integ inh = 2 | ASAP1 inh = 2 | ADAM17 inh = 0 | ARFGAP1 inh = 8 | PLCg1 inh = 2 | TDP2 inh = -2 | Tn7 DDE FP = -4 | DDE Tn6 FP inh = 0

COc1ccccc1NC(=O)CN1CCN(Cc2ccccc2)CC1
  proKLK7 act = 0.1 | ADAM10 inh = -6 | LEDGF integ inh = 1 | ASAP1 inh = -6 | ADAM17 inh = -4 | ARFGAP1 inh = 2 | PLCg1 inh = 1 | TDP2 inh = 5 | Tn7 DDE FP = 3 | DDE Tn6 FP inh = 8
